# LYPLA1 counter = LYPLA1 (human) inhibition in PME1 counter-screen; 320,000 tested, 0.16% active; inhibition, % at 5.9 µM; recombinant LYPLA1, FP-Rh probe fluorescence polarization;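 active = inhibition above the mean of all tested compounds plus 3 SD, set per campaign, cut at about 14% in these data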;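 note: inhibitors block serine hydrolase probe labeling of LYPLA1 so polarization falls; 0% = enzyme with DMSO and 100% = wells lacking LYPLA1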
# Target sequence (O75608 whole entry, looked up): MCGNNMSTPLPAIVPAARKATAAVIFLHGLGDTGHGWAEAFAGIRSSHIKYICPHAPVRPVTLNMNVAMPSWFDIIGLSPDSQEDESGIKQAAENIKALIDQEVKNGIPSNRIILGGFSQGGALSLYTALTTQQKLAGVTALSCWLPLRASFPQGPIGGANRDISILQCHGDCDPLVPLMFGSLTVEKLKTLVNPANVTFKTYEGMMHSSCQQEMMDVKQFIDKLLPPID
# PAFAH2 inh = PAFAH2 (human) inhibition | recombinant PAFAH2, FP-rhodamine activity probe, fluorescence polarization | inhibition, % at 3.39 µM | 340,000 tested, 0.99% active;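 active = inhibition above the mean over all tested compounds plus 3 SD, cut at about 30% in these data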;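 note: inhibitors block probe labeling of enzyme so polarization drops; 0% = enzyme with DMSO and 100% = wells lacking PAFAH2 protein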
# PAFAH1B3 FP inh = PAFAH1B3 (human) inhibition; Q15102; recombinant PAFAH1B3, FP-rhodamine probe, fluorescence polarization; inhibition, % at 3.39 µM; 340,000 tested, 0.28% active;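 active = inhibition above the screen-wide average of all tested compounds plus 3 SD, cut at about 25% in these data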;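 note: 0% = enzyme with DMSO only and 100% = wells lacking PAFAH1B3 protein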
# LYPLA2 inh = counter-screen for PME1 inhibitors: inhibitors of human LYPLA2. inhibition, % at 5.9 µM. recombinant LYPLA2, FP-Rh probe fluorescence polarization. 320,000 tested, 0.38% active. O95372;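 active = inhibition above the screen-wide mean plus 3 SD, limit set per campaign, cut at about 26% in these data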;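 note: 0% = LYPLA2 with DMSO and 100% = wells lacking LYPLA2 enzyme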
# Target sequence (O95372 whole entry, looked up): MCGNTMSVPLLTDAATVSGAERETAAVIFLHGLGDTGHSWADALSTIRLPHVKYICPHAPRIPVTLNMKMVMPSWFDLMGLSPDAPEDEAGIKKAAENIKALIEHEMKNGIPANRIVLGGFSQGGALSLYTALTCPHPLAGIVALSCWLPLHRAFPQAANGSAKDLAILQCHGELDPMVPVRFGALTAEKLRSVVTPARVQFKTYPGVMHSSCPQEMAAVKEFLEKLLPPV
# pPAFAH FP inh = inhibitors of human plasma PAF acetylhydrolase (pPAFAH); inhibition, % at 3.39 µM; 330,000 tested, 1.5% active; Q13093; recombinant pPAFAH, FP-rhodamine probe fluorescence polarization;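 active = inhibition above the mean inhibition across the screen plus 3 SD, cut at about 25% in these data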;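 note: inhibitors block binding of the rhodamine activity-based probe so polarization drops; 0% = enzyme with DMSO and 100% = wells lacking pPAFAH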
# PAFAH1B2 inh = PAFAH1B2 (human) inhibition | P68402 | recombinant PAFAH1B2, FP-rhodamine activity probe, fluorescence polarization | inhibition, % at 3.39 µM | 340,000 tested, 1.2% active | AID 492953;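 active = inhibition above the mean of all tested compounds plus 3 SD, cut at about 24% in these data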;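 note: 0% = enzyme with DMSO and 100% = wells lacking PAFAH1B2; many of its hits are not listed in these tables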
# Target sequence (P68402 whole entry, looked up): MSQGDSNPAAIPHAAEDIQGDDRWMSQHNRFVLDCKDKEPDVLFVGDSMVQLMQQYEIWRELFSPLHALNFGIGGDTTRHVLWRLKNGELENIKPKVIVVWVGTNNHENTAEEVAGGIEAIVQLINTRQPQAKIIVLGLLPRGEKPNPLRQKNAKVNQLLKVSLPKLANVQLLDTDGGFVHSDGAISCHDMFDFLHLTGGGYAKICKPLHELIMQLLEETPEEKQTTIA
# ZTA counter = blocks Epstein-Barr virus ZTA, an EBNA-1 counter-screen; P03206; ZTA-DNA binding, fluorescence polarization; inhibition, % at 11 µM; 320,000 tested, 0.15% active; in the data active = inhibition above about 33%
# Target sequence (P03206 whole entry, looked up): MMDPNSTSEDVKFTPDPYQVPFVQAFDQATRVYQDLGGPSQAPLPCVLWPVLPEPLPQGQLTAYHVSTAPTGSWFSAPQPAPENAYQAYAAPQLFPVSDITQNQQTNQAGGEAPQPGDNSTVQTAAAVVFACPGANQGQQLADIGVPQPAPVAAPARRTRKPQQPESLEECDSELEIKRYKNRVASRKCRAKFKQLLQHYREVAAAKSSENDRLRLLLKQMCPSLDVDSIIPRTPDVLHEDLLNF
# PREPL inhibitor = inhibits the human prolyl oligopeptidase-like enzyme. inhibition, % at 5.96 µM. recombinant PREPL, fluorescence polarization activity-based probe. 320,000 tested, 0.68% active. Q4J6C6; in the data active = inhibition above about 43%;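 note: 0% = enzyme with DMSO and 100% = wells lacking enzyme; many of its hits are not listed in these tables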
# EBNA-1 inh = blocks EBNA-1 binding to DNA. EBNA-1 DNA binding, fluorescence polarization. inhibition, % at 14.8 µM. 300,000 tested, 0.34% active; in the data active = inhibition above about 28%
# * marks the source's active call; other numbers are inactive results; / = no result given.
No.	canonical_smiles	LYPLA1 counter	PAFAH2 inh	PAFAH1B3 FP inh	LYPLA2 inh	pPAFAH FP inh	PAFAH1B2 inh	ZTA counter	PREPL inhibitor	EBNA-1 inh
1	CCn1nc(C)cc1C(=O)NC1CCCc2c1cnn2-c1ccc(C)c(C)c1 (stereo unspecified)	-4	2	9	0	8	-4	2	9	2
2	CN(Cc1ccc(C(F)(F)F)cc1)C(=O)c1ccc2ccccc2n1	0	-4	1	4	4	4	-2	-6	6
3	COc1ccccc1NS(=O)(=O)c1cccc(C(=O)N/N=C/c2ccc(C)o2)c1	-8	9	-1	-5	3	4	-9	5	-9
4	CC(NC(=O)c1cc2sccc2n1C)c1ccc2c(c1)OCCO2 (stereo unspecified)	1	-2	6	5	4	-1	4	3	13
5	CN(CC(=O)Nc1ccccc1Br)Cc1nc2ccccc2c(=O)[nH]1	-3	0	6	-3	4	1	8	-2	-3
6	CN(C)/N=C/c1ccc(OC(=O)c2cccc([N+](=O)[O-])c2)cc1	1	2	10	2	2	5	-23	4	-20
7	O=C(Oc1ccc(Br)cc1C(=S)N1CCOCC1)c1ccc([N+](=O)[O-])cc1[N+](=O)[O-]	-3	6	3	-5	-4	-1	8	3	-23
8	COc1cccc(-n2c(SCC(=O)N3CCOCC3)nnc2-c2c[nH]c3ccccc23)c1	3	-4	0	4	3	4	13	-3	5
9	O=C(/C=C/c1c(F)cccc1Cl)Nc1nc2ccccc2[nH]1	-6	0	-4	-5	2	1	16	10	18
10	Cc1nc2ccc(Cl)cc2nc(C)/c1=N\O	-1	-6	9	-5	-3	4	-14	10	3
11	Cn1ccnc1SCc1ccc([N+](=O)[O-])cc1	1	1	-2	7	1	0	12	2	2
12	Cc1occc1C(=O)NC(C)c1ccc2c(c1)OCO2 (stereo unspecified)	4	-6	7	2	1	5	4	8	-8
13	Cc1ccc(NC(=O)NCC2CCN(Cc3cc(C)ccc3Cl)CC2)c(C)c1	3	-2	-6	-2	-4	2	2	6	-1
14	CCCc1cc(=O)[nH]c(SCC(=O)Nc2cccc3ccccc23)n1	-1	-1	11	6	-2	6	9	-2	-8
15	COc1cc2c(cc1NC(=O)c1ccc3c(c1)OCO3)oc1ccccc12	-8	-5	-2	-10	3	-8	4	3	9
16	CC(=O)Oc1cc(OC(C)=O)c2c(=O)c(-c3ccc4c(c3)OCCCO4)c(C)oc2c1	-2	3	9	-1	6	6	6	1	5
17	O=C(Cc1ccc(Cl)cc1)NNC(=O)C(=O)NC1CCCCC1	/	7	2	/	5	27*	/	-6	/
18	CCOc1ccc(NC(=O)Nc2nnc(CC(=O)NCc3ccccc3)s2)cc1	-6	-6	-7	3	1	0	4	4	6
19	CCCCCn1nc(C)c2c(C)cc(=O)[nH]c21	3	3	10	-3	8	4	-3	9	-6
20	Cn1c(=O)c2c(ncn2CCCc2ccccc2)n(C)c1=O	-1	-2	7	0	1	4	-4	3	11
21	Cc1ccc(S(=O)(=O)N2CCCCC2)cc1NC(=O)C1=NN(c2ccccc2)C(=O)CC1	0	6	1	-1	1	-2	-10	9	/
22	CC1=C(C(=O)Nc2ccc(F)cc2)C(c2ccc(C)o2)C2=C(CC(C)(C)CC2=O)N1 (stereo unspecified)	2	2	-2	0	2	3	-3	0	-9
23	COc1cccc(-c2nnc(SCC(=O)Nc3cc(C)on3)o2)c1	-1	-4	8	-3	7	2	-10	-4	0
24	CCN(C(=O)Cn1nc(C)c([N+](=O)[O-])c1C)C1CCS(=O)(=O)C1 (stereo unspecified)	0	6	9	1	-4	0	-2	-8	-1
25	CCCn1nnc(NC(=O)c2cccc(OCC(C)C)c2)n1	-1	-1	6	4	-1	1	-10	-4	-4
26	CCN(CC)CCN1C(=O)c2oc3ccccc3c(=O)c2C1c1ccccc1 (stereo unspecified)	-2	-4	-2	1	4	3	10	-10	3
27	O=C1NCCCC2c3cc(O)c4ccccc4c3OC12N1CCCCC1 (stereo unspecified)	5	/	/	2	18	/	14	24	4
28	C=CCNC(=S)N1CCN(CCN=Cc2c(C)[nH]n(-c3ccc([N+](=O)[O-])cc3)c2=O)CC1	-1	-3	-1	-1	0	-9	-11	13	-1
29	Cc1ccccc1NC(=O)Cc1nc(COC(=O)CCc2ccccc2)cs1	4	18	-7	-3	9	4	-18	-1	/
30	COc1ccc(-c2cc(C(=O)NC3CCCC3)c3ccccc3n2)cc1	-2	7	-1	3	3	3	10	0	-3
31	COc1ccc(NC(=O)Nc2ccc(C)cc2Br)c(OC)c1	3	-1	7	5	-1	-2	2	4	8
32	O=C(COC(=O)c1ccc(CNS(=O)(=O)c2ccc(F)c(Cl)c2)cc1)NCC1CCCCC1	-4	59*	4	-1	7	5	-11	2	31*
33	COc1cc(Nc2c3c(nc4ccccc24)CCC3)cc(OC)c1OC	4	6	5	1	9	5	2	29	7
34	CC(Cc1cccs1)NC(=S)Nc1ccccc1 (stereo unspecified)	-4	6	2	-4	5	10	-9	-3	-1
35	O=C(NCCc1nc2ccccc2[nH]1)/C(=C/c1ccc2c(c1)OCO2)NC(=O)c1ccc(Cl)cc1Cl	-3	2	-2	2	5	2	13	-14	5
36	CC(=O)c1ccc(S(=O)(=O)NCCC(=O)N2CCN(c3ccccn3)CC2)cc1	1	-4	4	2	-2	3	8	9	/
37	COc1ccc(Cl)cc1NC(=S)N1CCN(c2ncccn2)CC1	0	0	9	-5	2	5	-1	-1	-1
38	CCn1ncc(NC(=S)Nc2ccc(OC)c(OC)c2)c1C(N)=O	-2	-7	14	0	10	2	18	2	3
39	COc1cccc(N/C(SCc2ccccc2Cl)=C(/C#N)C(=O)NCc2cccs2)c1	-8	-5	-8	-9	13	-2	2	7	-8
40	COC(=O)c1ccc(COc2ccc(-c3nnn(CC(=O)NC(C)(C)C)n3)cc2)cc1	-1	-14	4	1	5	-1	13	4	9
41	CC(=O)Nc1ccc(C(=O)OCCC(C)C)cc1	5	7	0	4	6	2	9	-9	14
42	COC(=O)c1cccc(Cn2c(Cl)c(/C=N/NC(=O)c3ccco3)sc2=O)c1	-3	-1	9	-2	-3	-5	13	-9	2
43	OCC#CCSc1nnc(-c2ccccc2Br)o1	-1	-1	6	1	-2	-2	4	-4	-7
44	O=C(CN1C2=NCCN2c2ccccc21)c1cccs1	-1	3	2	0	0	0	21	-2	12
45	CCN1CCN(S(=O)(=O)c2cccs2)CC1	-1	8	2	-3	0	5	-17	15	-8
46	Cc1ccccc1-n1cc(CNC(=O)CCc2nnc(CCc3ccccc3)o2)cn1	-2	-7	5	-2	-4	0	0	12	-5
47	COc1cccc(CNC(=O)Cn2nc(C)c([N+](=O)[O-])c2C)c1	2	-2	0	9	10	3	-3	-10	-1
48	CC(C)n1c(-c2ccc(N(C)C)cc2)nc2ccccc21	-1	5	6	0	12	2	-13	9	-2
49	N#Cc1ccccc1OCCCN1CCC(Cc2ccccc2)CC1	59*	3	5	16	6	5	-11	-3	6
50	CC(NS(=O)(=O)c1ccc(OCC(=O)N2CCOCC2)cc1)c1ccccc1 (stereo unspecified)	-2	-2	7	2	1	7	0	10	-5
51	O=C(c1c[nH]c(C(=O)C(Cl)(Cl)Cl)c1)c1ccccc1Cl	0	7	-4	4	0	0	4	-6	-1
52	CC(C)(C)c1ccc(OC(=O)c2ccc3snnc3c2)cc1	-3	-6	-1	-3	1	5	13	6	8
53	COc1ccc(C(=O)N/C(=C\c2ccc(Cl)cc2)C(=O)NCC2CCCO2)cc1 (stereo unspecified)	-1	-2	-1	0	-1	-6	-19	4	2
54	CC(=O)Oc1cc(O)c2c(c1)OC(c1ccc(OC(C)=O)c(OC(C)=O)c1)C(OC(C)=O)C2=O (stereo unspecified)	4	-2	9	4	-1	5	-10	15	-1
55	COc1ccc(CNC(=O)C[C@H]2C[C@H](C(=O)N3CCOCC3)[C@@]3(CCC4CCCC4)c4[nH]c5ccc(Cl)cc5c4CCN3C2=O)cc1OC	/	-6	6	/	11	0	/	/	/
56	CCCCn1c(SCC(=O)O)nc2ccccc21	0	0	3	-2	5	5	-6	10	-3

# Other entries follow:
No.	canonical_smiles	LYPLA1 counter	PAFAH2 inh	PAFAH1B3 FP inh	LYPLA2 inh	pPAFAH FP inh	PAFAH1B2 inh	ZTA counter	PREPL inhibitor	EBNA-1 inh
57	Cc1ccc(NS(=O)(=O)c2ccc3c(c2)CC(=O)N3)cc1C	-10	-3	6	-15	5	1	0	-8	-5
58	Cc1cc(O)c(C(C)C)cc1N=Cc1cc([N+](=O)[O-])ccc1O	-1	-6	8	1	3	-3	-22	-11	-5
59	Cc1ccc2c(c1)c1nnc(SCC(=O)Nc3ccc(N(C)C)cc3)nc1n2CC(=O)O	3	1	6	1	7	3	9	38	-3
60	CCNC(=S)N/N=C/c1cc(C)n(-c2ccc(Cl)cc2)c1C	2	5	1	-1	9	4	-2	29	9
61	O=C(O)c1ccc(NCc2nc3ccccc3n2CCOc2ccccc2Cl)cc1	-3	0	-1	-1	7	6	9	3	8
62	COc1ccc(CCC(=O)OCC(=O)c2cccc(OC)c2)cc1	-3	4	8	-7	16	1	-6	-2	0
63	CC(=O)c1cc2c(cc1NC(=O)Cn1cnc3ccccc3c1=O)OCO2	0	0	3	5	3	-9	9	1	/
64	CN1CCc2c(sc(/N=C/c3cccs3)c2C(N)=O)C1	-1	-16	-1	-1	6	-10	22	12	22
65	Cc1ccccc1Nc1nc(N)nc(COC(=O)c2cccc(S(=O)(=O)N(C)c3ccccc3)c2)n1	-6	-1	7	-6	7	7	2	-11	-2
66	CC(C)COCC(O)CCC(=O)NNC(=S)Nc1ccccc1 (stereo unspecified)	0	-5	-10	2	2	4	1	-6	-5
67	CC(=O)NCC1CCN(C(=O)C2CCC(=O)N(CCc3cccc(F)c3)C2)CC1 (stereo unspecified)	-1	-2	2	5	4	6	4	5	2
68	CCOC(=O)CCNC(=O)N1CCCC(N2CCN(c3ccc(OC)cc3)CC2)C1 (stereo unspecified)	3	3	6	0	6	5	-7	-2	-11
69	O=C(Nc1ccccc1N1CCOCC1)c1cc2ccccc2o1	4	14	-3	3	5	-1	-13	13	-2
70	C=CCN(C(=O)C1CSC2(C)CCC(=O)N12)c1nc(-c2ccccc2)cs1 (stereo unspecified)	0	2	1	0	3	0	-7	37	3
71	CCN(CC)S(=O)(=O)c1ccc(N2CCOCC2)c(NC(=O)c2sccc2C)c1	/	8	6	/	12	5	/	8	/
72	Cc1ccc2sc(C)[n+](CCO)c2c1	-1	-3	8	-1	2	2	-2	-4	-3
73	COc1ccc(C(CC(=O)Nc2ccc(F)cc2)c2ccccc2)cc1 (stereo unspecified)	-2	-1	3	0	0	1	8	-26	-4
74	COc1ccc([C@H]2CC(=O)C=C(c3ccc(CO)cc3)C2)cc1	2	4	5	9	2	7	0	5	/
75	O=C(Nc1nc2ccccc2n1CCN1CCCC1)C1CCCCC1	0	1	-1	7	0	3	-1	-4	7
76	COc1ccc(Br)cc1/C=C(\C(=O)O)c1ccc(S(=O)(=O)N2CCCCC2)s1	-1	8	-6	3	-1	-16	12	12	/
77	CC(C)[C@H](NC(=O)c1ccco1)C(=O)OCC(=O)N(C)c1ccccc1	0	-3	-3	-3	-1	1	4	-2	7
78	O=C(Nc1ccc(N2CCN(C(=O)c3ccc(Cl)cc3)CC2)cc1)c1cccs1	-1	-1	8	29*	3	1	0	10	-9

# Screens (PubChem BioAssay)

# The list is partial. The share of hits here may be higher or lower than overall.
